Screening data: PubChem, several laboratories
Lipid droplet: modulators of hepatic lipid droplet formation; inhibition, % at 6.5 µM; AML12 mouse hepatocytes, oleate lipid droplets, BODIPY imaging; 0.4% of 240,000 active; AID 1656;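 active = lipid droplet intensity inhibited by at least 50%, with more than 500 cells counted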
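Test system: AML12 hepatocytes (mouse); reagent: oleate loading, 100 µM; dosing: one dose, 6.5 µM compound; incubation: overnight exposure; signal: fluorescence imaging, 20x objective, two fields per well; read-out basis: % inhibition of corrected integrated BODIPY droplet signal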
Dynein cargo inh: blocks dynein driven cargo transport along microtubules; 3617.4 mouse cells, GR-EGFP nuclear translocation imaging; test concentration mostly 20 µM; stimulated with dexamethasone, 1 µM; stronger effect = lower value; z-score, hits read low; 0.47% of 220,000 active;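 active = plate z-score of nuclear minus cytoplasmic receptor signal below a set negative limit, without overly bright fluorescence or cell loss, cut at about -3.5 in these data, passing the limit was not always enough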;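 note: z-score of nuclear minus cytoplasmic ring GR-EGFP intensity difference per well; some compounds called inactive have numbers as strong as hits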
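Schedule: 48 h induction, then 1 h compound, then 30 min agonist, 37 °C. Buffer or medium: tetracycline-free induction medium containing charcoal-stripped FBS. Reagent: 1.0 µM final dexamethasone stimulus. Evaluation: nuclear versus cytoplasmic GR-EGFP signal, averaged per well. Signal: high-content fluorescence imaging after fixation.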
MT stabilizer: microtubule stabilizers in HeLa cells; HeLa tubulin immunostaining HCS, 24 h; share of cells brighter than vehicle mean+2SD; % tubulin-high responders, % at 10 µM; 0.83% of 200,000 active; AID 2205;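 active = plate Z-score above 3 for both tubulin-high and condensed-nucleus cell shares, with cell loss under 80%, at 10 µM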;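 note: anti alpha tubulin signal scored within the nucleus-defined area of each cell; some results filed as inactive read as strong as hits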
Yfh1-depleted yeast: enhancers of respiration in Yfh1-depleted yeast, dose response, Friedreich's ataxia, plus single-dose screen (AID 1465); 0.074% of 220,000 active; S. cerevisiae Yfh1-off respiration, WST-1 reduction, 72 h; higher fold induction means a stronger effect; one-dose fold induction at 50 µM; EC50 in µM for titrated hits;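 active = fold induction of absorbance versus untreated yeast above a set limit, then at least 30% activation at any dose in follow-up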;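 note: activators that raise dye reduction in frataxin-depleted yeast; strong numbers were not always called active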
WT yeast gro inh: growth inhibition of WT yeast, mitochondrial fusion screen. mitochondrial fusion phenotypic screen, WT strain. 2.1% of 190,000 active. inhibition, % at 10 µM. AID 1362; in the data active = inhibition above about 58%; tested in S. cerevisiae
Ins promoter up: MIN6 insulin promoter up-regulation; MIN6 insulin promoter-GFP reporter, high-content imaging; stronger effect = higher value; z-score at 5 µM; 0.3% of 190,000 active; AID 1625;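 active = z-score above 3 at 5 µM with at least 500 cells counted in the well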
Autophagy mod: autophagy modulation, high-content screen; MEF GFP-LC3 puncta imaging; test concentration mostly 10 µM; calls only at 10 µM (by protocol); 0.98% of 190,000 active; AID 463193;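 active = percentage of spot-positive cells more than 3 SD above its plate mean, without a fluorescence outlier flag or 80% toxicity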;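 note: spot-positive cell cutoff set from DMSO-treated cells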
bCat nuc transl: beta-catenin nuclear translocation modulation. HeLa beta-catenin nuclear translocation, immunofluorescence imaging. nuclear translocation activity, % at 5 µM. 0.3% of 190,000 active;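 active = nuclear translocation activity above 50% at 5 µM, with a well cell count of 50 or more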;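 note: per-cell ratio of nuclear to cytoplasmic median beta-catenin stain intensity; plate controls were DMSO negative control for no effect and GSK-3 inhibitor IX positive control for full effect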
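Test system: human HeLa cells, endogenous beta-catenin. Times: 24 h compound exposure, 37°C. Measured by: beta-catenin immunofluorescence imaging with DAPI.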
HEK293 NOD2/NF-kB: NOD2 signaling inhibitors, cell-based, luminescence, uHTS, HEK293 (AID 1566); HEK293 NOD2/NF-kB luciferase reporter, luminescence; higher % means a stronger effect; one-dose inhibition, % at 4 µM; EC50 in µM for titrated hits; 0.63% of 290,000 active; in the data active = inhibition above about 50%; note: many of its hits are not listed in these tables
WT yeast gro inh mutant strain: second read-out of WT yeast gro inh, no call of its own (marks repeat the call); inhibition, %; mitochondrial fusion phenotypic screen, mutant strain inhibition
Dynein cargo inh cytoplasmic EGFP: further read-out of Dynein cargo inh, marked with its call; z-score; measured here: cytoplasmic GR-EGFP intensity; stronger effect = higher value
Dynein cargo inh nuclear GR-EGFP: further read-out of Dynein cargo inh, marked with its call; z-score; measured here: nuclear GR-EGFP intensity;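 lower value marks the stronger effect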
Dynein cargo inh cell count: second read-out of Dynein cargo inh, no call of its own (marks repeat the call); z-score; measured here: cell count per field
Ins promoter up cell count: also measured in Ins promoter up; calls as there; cell count; measured here: cytotoxicity, nuclei count;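 total cells summed across four imaged fields per well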
Lipid droplet cells 6.5 µM: second read-out of Lipid droplet, no call of its own (marks repeat the call); cell count; measured here: cell count, cytotoxicity flag;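 cells counted across two imaged fields per well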
bCat nuc transl cell count 5 µM: second read-out of bCat nuc transl, no call of its own (marks repeat the call); cell count; measured here: cell count, cytotoxicity flag
MT stabilizer Hoechst-high %: also measured in MT stabilizer; calls as there; % Hoechst-high responders; measured here: nuclear condensation Hoechst responders;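 share of cells brighter than vehicle mean plus two SD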
MT stabilizer cytotoxicity %: also measured in MT stabilizer; calls as there; toxicity, %; measured here: cytotoxicity by cell density;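 0% = mean cell density of plate MIN control wells and 100% = no cells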
Autophagy mod cell loss 18 h: second read-out of Autophagy mod, no call of its own (marks repeat the call); toxicity, %; measured here: cell loss, nuclei count;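 cell loss after 18 h compound exposure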
* = called active by the depositor; i = inactive; . = no result given. The list is partial, so the mix of outcomes need not match the whole.

Second line of a record – Lipid droplet	Lipid droplet cells 6.5 µM	Dynein cargo inh	Dynein cargo inh cytoplasmic EGFP	Dynein cargo inh nuclear GR-EGFP	Dynein cargo inh cell count	MT stabilizer	MT stabilizer Hoechst-high %	MT stabilizer cytotoxicity %	Yfh1-depleted yeast	WT yeast gro inh	WT yeast gro inh mutant strain	Ins promoter up	Ins promoter up cell count	Autophagy mod	Autophagy mod cell loss 18 h	bCat nuc transl	bCat nuc transl cell count 5 µM	HEK293 NOD2/NF-kB
- CN(CC(=O)NC1CCCCCCC1)S(=O)(=O)c1cccc2cccnc12
    .	.	-0.66	-0.19	-0.38	-0.041	2.4	3.5	7.9	i	6	3	-0.55	986	i	3	-1.0	1232	0%
- CCOC(=O)N1CCC(Nc2cccc(SC)c2)CC1
    .	.	-0.18	-0.34	-0.073	0.58	4.1	4.6	6.0	i	7	-6	0.2	1115	i	7	-1.0	809	-13%
- COc1ccc(/C(=C/Nc2cccc(Br)c2)C(C)=O)cc1OC
    -1	650	1.7	0.033	1.4	-1.9	1.3	1.4	2.0	i	6	-5	-0.35	1372	i	2	1.2	1067	-18%
- Cc1cc(Nc2ccc(Br)cc2F)n2ncnc2n1
    6	764	-0.75	-0.26	0.18	0.61	7.2	2.6	7.4	.	-6	-5	-0.73	1138	i	-62	2.3	576	0%
- CC(=O)N(CCCN1CCOCC1)Cc1ccncc1
    -2	775	-0.56	-0.0086	-0.014	-0.013	2.4	2.4	4.4	i	-16	-7	-0.56	800	i	-1	-8.1	1239	1%
- COc1ccc(C2CC(=O)N3CN(c4ccc(C)c(Cl)c4)CSC3=C2C#N)cc1 (stereo not drawn)
    .	.	0.02	0.14	0.16	-0.3	5.2	1.7	7.8	i	13	12	0.01	924	i	2	.	.	20%
- CCOC(=O)CSc1ccc2ccccc2n1
    0	713	1.1	0.034	0.21	0.13	2.5	1.2	0.6	i	-4	12	0.07	1513	i	2	-0.2	1523	7%
- O=C(CSCc1ccc(Cl)cc1)NCC1CCCO1 (stereo not drawn)
    .	.	0.1	-0.23	0.59	-0.32	3.5	3.0	7.7	i	3	-3	-0.2	1456	i	3	-3.4	956	-1%
- Cn1c(=O)[nH]c(=O)c2c1nc(Br)n2CCCO
    .	.	2.1	0.045	1.7	-2.5	3.8	3.3	7.3	i	.	.	0.71	1280	i	10	-1.8	1106	9%
- CCn1nc(NC(=O)C2CCCO2)c2cc3cccc(C)c3nc21 (stereo not drawn)
    -35	730	1.7	-0.26	1.6	-0.9	.	.	.	i	.	.	0.25	1142	.	.	-0.1	1302	18%
- CC(=O)NCc1cc(-c2nn(C)c(=O)c3ccccc23)ccc1C
    -1	780	-0.31	-0.041	-0.0047	-0.15	1.0	1.6	6.7	i	-16	3	0.38	894	i	-5	-4.8	1213	-6%
- Cc1ccc(C(=O)NC(C(=O)Nc2cccc(S(N)(=O)=O)c2)C(C)C)cc1 (stereo not drawn)
    -2	720	-0.36	-0.26	-0.22	0.95	.	.	.	i	.	.	0.34	1450	.	.	-3.3	1191	17%
- CCCCN(CCCNc1ncnc2nc[nH]c12)c1ccccc1
    8	627	-1.3	-0.26	-0.61	1.6	1.6	2.1	3.5	i	-1	-8	0.49	1370	i	3	-1.4	1119	0%
- CN1CCN(NC(=O)CN(C)S(=O)(=O)c2cc(Cl)ccc2Cl)CC1
    -2	660	0.018	-0.02	0.13	-0.48	3.0	1.2	3.8	i	1	2	-0.83	1557	i	40	-4.8	1103	3%
- COc1ccc(C2=NN(C(=O)CSc3ncccn3)C(c3cccc(OC)c3OC)C2)cc1 (stereo not drawn)
    16	719	-0.24	-0.32	-0.3	0.64	8.6	1.5	5.8	i	-11	-9	-0.45	1304	i	-10	2.4	1065	-4%
- COc1cccc(NC(=O)c2nnn(CCc3ccccc3)c2N)c1
    .	.	-0.86	-0.18	-0.3	0.27	3.9	2.7	2.7	i	11	3	-0.76	894	i	-1	.	.	-8%
- CC(=O)Nc1cccc([N+](=O)[O-])c1
    -12	684	0.1	-0.38	0.092	0.39	4.3	1.6	3.1	i	-9	7	-0.02	1207	i	0	-1.3	1046	20%
- c1ccc2c(Nc3nncs3)c3ccccc3nc2c1
    -12	742	0.32	-0.22	1	-0.65	.	.	.	i	.	.	-0.36	904	.	.	-0.2	1256	8%
- NC(=O)c1ccc(NC(=O)COC(=O)CCCc2c[nH]c3ccccc23)cc1
    3	671	-0.89	-0.24	-0.36	0.88	3.0	2.8	10	i	-5	0	0.7	1275	i	3	-2.2	1082	3%
- Cn1cc(Br)c(C(=O)Nc2c(F)c(F)c(F)c(F)c2F)n1
    -11	667	0.072	0.02	0.19	0.0079	1.9	2.2	3.7	i	-9	-8	0.59	1320	i	2	.	.	7%
- O=C(Nc1ccc(OC(F)(F)F)cc1)C1=NCCN1
    1	772	-0.31	-0.24	0.36	0.0017	4.4	1.6	8.2	i	-10	-1	0.14	1248	i	13	0.2	531	3%
- N#CCC1c2ccccc2CCN1C(=O)Nc1ccc(C(F)(F)F)cc1 (stereo not drawn)
    12	611	1.1	-0.24	0.26	0.11	2.4	1.7	13	i	7	-2	0.23	1996	i	9	0.8	1094	19%
- O=C(CNC(=O)c1ccccc1)OCc1cc(=O)n2cc(Br)ccc2n1
    0	675	2.5	-0.14	2.6	-1.6	3.8	3.1	7.1	i	-33	-16	0.81	1248	i	1	-2.4	492	-7%
- O=C(CN(C(=O)C1CSC(=O)C1)c1ccccc1F)NCc1ccc2c(c1)OCO2 (stereo not drawn)
    .	.	-0.66	-0.2	-0.031	0.49	1.1	2.5	10	i	5	4	0.07	1203	.	.	-6.6	858	-12%
- CCCn1c(Nc2nc3ccccc3n2C)nc2ccccc21
    .	.	3	0.19	1.6	-2.3	4.9	2.3	6.1	i	1	-1	-0.19	1630	i	16	-3.5	1019	3%
- CCCCC(=O)OCC(=O)c1cc(C)n(-c2c(C)n(C)n(-c3ccccc3)c2=O)c1C
    4	651	-0.094	-0.19	0.0053	-0.22	3.7	2.6	7.9	i	-28	-7	-0.13	1350	i	-16	0.0	985	21%
- COc1ccccc1NC(=O)CN1CCN(C2c3ccccc3-c3ccccc32)CC1
    .	.	-0.57	0.22	0.024	0.37	5.3	1.2	8.4	i	57	37	-2.8	1102	i	13	-1.5	1363	-19%
- O=c1cccc(-c2ccccc2)[nH]1
    .	.	-0.026	-0.16	0.35	-0.15	6.5	3.5	11	i	-5	5	0.71	1372	i	14	-3.6	782	4%
- CC(C)CC(=O)Nc1ccc2oc(-c3cccnc3)nc2c1
    .	.	-0.68	-0.2	-0.47	0.71	1.0	0.9	9.4	i	-4	-9	0.55	1131	i	5	-1.1	1162	-33%
- O=C(NNS(=O)(=O)c1ccccc1F)c1cccc(S(=O)(=O)N2CCOCC2)c1
    5	694	-0.73	-0.23	-0.11	1.1	2.3	1.8	1.9	i	-23	-23	0	1349	i	8	-0.4	948	-4%
- O=C(CNC(c1ccccc1)c1ccccc1)Nc1cc([N+](=O)[O-])ccc1Cl
    .	.	0.4	-0.23	-0.031	-0.99	3.1	3.8	5.5	i	24	-40	0.34	1260	i	-2	-3.1	490	-30%
- Cc1ccc(S(=O)(=O)Nc2cc(C(=O)NCCN3CCCC3)ccc2N2CCCCC2)cc1
    .	.	-1.1	-0.075	-0.83	0.98	3.6	1.5	1.6	i	3	10	0.34	1476	i	20	0.2	1340	-8%

In the list so far, five contain bromine:
Second line of a record – Lipid droplet	Lipid droplet cells 6.5 µM	Dynein cargo inh	Dynein cargo inh cytoplasmic EGFP	Dynein cargo inh nuclear GR-EGFP	Dynein cargo inh cell count	MT stabilizer	MT stabilizer Hoechst-high %	MT stabilizer cytotoxicity %	Yfh1-depleted yeast	WT yeast gro inh	WT yeast gro inh mutant strain	Ins promoter up	Ins promoter up cell count	Autophagy mod	Autophagy mod cell loss 18 h	bCat nuc transl	bCat nuc transl cell count 5 µM	HEK293 NOD2/NF-kB
- COc1ccc(/C(=C/Nc2cccc(Br)c2)C(C)=O)cc1OC
    -1	650	1.7	0.033	1.4	-1.9	1.3	1.4	2.0	i	6	-5	-0.35	1372	i	2	1.2	1067	-18%
- Cc1cc(Nc2ccc(Br)cc2F)n2ncnc2n1
    6	764	-0.75	-0.26	0.18	0.61	7.2	2.6	7.4	.	-6	-5	-0.73	1138	i	-62	2.3	576	0%
- Cn1c(=O)[nH]c(=O)c2c1nc(Br)n2CCCO
    .	.	2.1	0.045	1.7	-2.5	3.8	3.3	7.3	i	.	.	0.71	1280	i	10	-1.8	1106	9%
- Cn1cc(Br)c(C(=O)Nc2c(F)c(F)c(F)c(F)c2F)n1
    -11	667	0.072	0.02	0.19	0.0079	1.9	2.2	3.7	i	-9	-8	0.59	1320	i	2	.	.	7%
- O=C(CNC(=O)c1ccccc1)OCc1cc(=O)n2cc(Br)ccc2n1
    0	675	2.5	-0.14	2.6	-1.6	3.8	3.1	7.1	i	-33	-16	0.81	1248	i	1	-2.4	492	-7%
